# TbHK1 inh = Trypanosoma brucei hexokinase 1 inhibitors, primary screen, biochemical, G6PDH-coupled NADH absorbance, MLSCN library. hexokinase 1 [Trypanosoma brucei]. recombinant TbHK1, G6PDH-coupled NADH A340. inhibition, % at 10 µM. 220,000 compounds, 0.11% hits. AID 1430, 2008;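 active means inhibition of 50% or more in the single-dose primary screen; inactive means inhibition below 50%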
# EBV gp42 block = Epstein-Barr virus gp42 inhibitors, primary screen, biochemical, uHTS, fluorescence polarization; Fluorescence polarization binding assay, mP read-out; inhibition, % (tested at 21.74 µM); 220,000 compounds, 0.42% hits; AID 1085, 2008; in the data active means inhibition above about 50%
# Target sequence (Q1HVG2 whole entry, looked up): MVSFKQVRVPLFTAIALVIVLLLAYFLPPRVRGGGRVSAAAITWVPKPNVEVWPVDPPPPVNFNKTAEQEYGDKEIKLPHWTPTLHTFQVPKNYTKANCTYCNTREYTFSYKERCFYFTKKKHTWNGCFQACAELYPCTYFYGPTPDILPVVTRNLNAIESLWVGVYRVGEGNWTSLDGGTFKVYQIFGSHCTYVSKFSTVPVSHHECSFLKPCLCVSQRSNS
# Hck-Nef inh = inhibitors of Nef-activated human Hck kinase, primary screen, biochemical, Z-Lyte FRET, 384-well, Hck-YEEI; AID 463187, 2010; inhibition, % at 20 µM; Recombinant Hck-YEEI plus Nef, Z-Lyte FRET kinase assay; 220,000 compounds, 0.68% hits;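 active means Hck-Nef kinase inhibition above about 50%, limit read from the data; inactive means inhibition below that limit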;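 further: 0% = DMSO with Hck plus Nef and 100% = Hck alone without Nef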
# Mdm2 ligase inh = MDM2-luciferase reporter signal enhancers, primary screen, MDM2 E3 ligase inhibitor project, cell-based, luminescence, 1536-well; E3 ubiquitin-protein ligase Mdm2 (Homo sapiens), Q00987; 210,000 compounds, 0.11% hits; cell-based MDM2 ubiquitination luciferase reporter, 2 h; 0 = plate control, 100 = twice control, blank-subtracted; AID 1230, 2008; signal enhancement, % at 5 µM;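 active means signal enhancement of 30% or more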;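 further: luminescence tracks abundance of the self-degrading MDM2-luciferase fusion protein; higher signal means inhibition of MDM2 E3 ligase activity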
#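 Buffer or medium: Cells held in DMEM | Assay system: Stable mammalian line carrying autodegrading MDM2–luciferase fusion reporter | Quantity: 2000 cells/well | Times: 4 h settle plus 2 h compound, 37 °C | Doses: One concentration, 5 µM, with 0.2% DMSO | Technique: Luminescence with SteadyLite reagent, 15 min at room temperature | Benchmarks: Plate controls and plate blanks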
# Runt-SMMHC FRET = inhibitors of RUNX1 Runt–CBFb-SMMHC binding, primary screen, biochemical, FRET, Cerulean-Runt, Venus-CBFb-SMMHC, uHTS. inhibition, % at 20 µM. AID 1434, 2008. 220,000 compounds, 0.74% hits. Runt-related transcription factor 1 (Homo sapiens) + Core-binding factor subunit beta …. Cerulean-Runt/Venus-CBFb-SMMHC FRET ratio 530/480, 1 h;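 active means mean inhibition across duplicate retests at 20 µM reaching about 50%, limit read from the data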;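 further: 0% = DMSO wells and 100% = wells with excess untagged CBFb-SMMHC; inhibitors lower the FRET ratio by blocking Runt binding to CBFb-SMMHC; some results filed as inactive read as strong as hits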
# Target sequence (Q01196 whole entry, looked up): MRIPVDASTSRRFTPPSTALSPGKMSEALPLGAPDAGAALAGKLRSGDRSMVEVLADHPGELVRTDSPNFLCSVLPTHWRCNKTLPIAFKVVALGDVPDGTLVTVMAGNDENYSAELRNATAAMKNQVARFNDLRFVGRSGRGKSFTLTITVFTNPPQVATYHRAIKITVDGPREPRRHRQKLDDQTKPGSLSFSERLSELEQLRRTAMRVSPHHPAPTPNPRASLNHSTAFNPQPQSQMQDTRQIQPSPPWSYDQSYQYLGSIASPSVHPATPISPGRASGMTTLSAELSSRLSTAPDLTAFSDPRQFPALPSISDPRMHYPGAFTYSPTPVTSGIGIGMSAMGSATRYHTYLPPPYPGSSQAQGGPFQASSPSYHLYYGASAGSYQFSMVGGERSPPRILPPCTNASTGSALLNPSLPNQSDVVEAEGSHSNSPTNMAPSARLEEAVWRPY
# Target sequence (Q13951 whole entry, looked up): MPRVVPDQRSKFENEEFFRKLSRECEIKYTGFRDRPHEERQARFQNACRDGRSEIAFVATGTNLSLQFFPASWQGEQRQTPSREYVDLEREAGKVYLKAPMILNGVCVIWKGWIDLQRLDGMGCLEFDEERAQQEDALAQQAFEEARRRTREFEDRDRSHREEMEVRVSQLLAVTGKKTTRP
# L929 necroptosis = inhibitors of zVAD-triggered necroptosis, primary screen, L929 cells. L929 zVAD necroptosis rescue, ATP luminescence, 24 h; with zVAD 60 µM. viability rescue, % at 10 µM. 220,000 compounds, 0.38% hits. AID 1377, 2008;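 active means activation, scaled between plate controls, above about 75%, limit read from the data; inactive means activation under that limit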;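 further: 0% = zVAD with DMSO and 100% = DMSO alone without zVAD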
# 14-3-3 Bad PPI = inhibitors of 14-3-3 zeta/Bad binding, primary screen, biochemical, TR-FRET, bovine 14-3-3 zeta. inhibition, % at 21.7 µM. TR-FRET 14-3-3zeta/Dy647-pBad peptide displacement, 1 h. 14-3-3 protein zeta/delta (Bos taurus), P63103. 220,000 compounds, 0.71% hits;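 active means inhibition above about 70%, limit read from the data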;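 further: 0% = full 14-3-3 plus peptide FRET controls and 100% = background without 14-3-3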
# Runt-CBFb FRET = inhibitors of RUNX1 Runt–CBFb binding, primary screen, biochemical, FRET, Cerulean-Runt, Venus-CBFb, uHTS. Runt-related transcription factor 1 (Homo sapiens) + Core-binding factor subunit beta …. Cerulean-Runt/Venus-CBFb FRET ratio 530/480, 1 h. inhibition, % at 20 µM. 220,000 compounds, 0.46% hits. AID 1496, 2009;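 active means inhibition over about 50% at 20 µM in the single-dose screen, limit read from the data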;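 further: 0% = DMSO wells and 100% = excess unlabeled CBFb competitor control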
#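 Measured by: fluorescence energy transfer, 422 nm excitation, 530/480 nm emission; Assay system: Cerulean-Runt domain; Medium: Tris pH 7.5 buffer with BSA; Measure: loss of energy transfer signal; Controls: 5 µM unlabeled CBFb as full-inhibition high control; Incubation: protein complex preformed 1 h, compound exposure 1 h, room temperature, dark.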
# p47phox inh = p47phox/p22phox peptide binding inhibitors, primary screen, biochemical, uHTS, NADPH oxidase regulatory subunit; Neutrophil cytosol factor 1 (Homo sapiens), P14598; fluorescence polarization, 2 h; inhibition, % at 24.7 µM; 220,000 compounds, 0.53% hits; AID 1274, 2008;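 active means inhibition above about 30%, limit read from the data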;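 further: 0% = p47phox with labelled peptide and 100% = labelled peptide alone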
# Starred values were filed as active, the others as inactive; x = no result given; [ ] = another dose, or the depositor's remark. Compounds were not picked by outcome; any-hit rate near 3.2%.
SMILES,TbHK1 inh,EBV gp42 block,Hck-Nef inh,Mdm2 ligase inh,Runt-SMMHC FRET,L929 necroptosis,14-3-3 Bad PPI,Runt-CBFb FRET,p47phox inh
CCCNS(=O)(=O)c1ccc(OCC(=O)NCCC2=CCCCC2)cc1,-2,-21,0,-12,-2,-0.4,-9[fluorescence artefact?],-2,-5
CCN(CCCNC(=O)C1CCN(S(=O)(=O)c2cnc[nH]2)CC1)c1cccc(C)c1,5,-8,3,-4,1,2.0,-12,-1,0
O=c1c2[nH]c3ccc(F)cc3c2nc2n1CCS2,-3,0,-19,-12,-1,4.8,-2,3,5
O=C(NCCCO)c1cc([N+](=O)[O-])cc2c1C=Cc1ccccc1O2,-2,-16,-10,-11,5,0.1,7,-1,-3
S=C1NCN(Cc2cccnc2)CN1Cc1ccccc1,7,-12,20,-4,0,-0.7,2,-4,-7
COc1ccc(NC(=O)CCCn2c(=O)oc3ccccc32)cc1Cl,31,-28,3,12,2,1.2,-12,2,-12
COCCNS(=O)(=O)c1cc(C)c(C)cc1C,-3,-4,5,-7,-1,0.7,-7,-1,-3
CNC(=O)COC(=O)/C=C/c1cn(-c2ccccc2)nc1-c1ccc2c(c1)OCCO2,2,6,18,-8,-1,64,-5,-5,-26
COc1ccc(NC(=O)CC(c2ccc(F)cc2)c2ccc(OC)cc2)cc1 (stereo not given),-9,-16,0,-15,2,2.5,-2,-1,-7
O=C(CN(c1ccc(F)cc1)S(=O)(=O)c1ccccc1)Nc1ccccc1C(=O)O,-3,-1,7,-29,-7,1.3,-3,-1,7
CCN=C1SC(CC(=O)NC2CCCCC2)C(=O)N1CC (stereo not given),1,-11,1,-3,-2,0.1,1,16,-7
CCOC(=O)C1=C(C)N(C)C(=S)NC1c1ccc(Cl)cc1Cl (stereo not given),-6,-18,1,-12,2,-0.8,-8,0,1
CCc1cc(SC#N)cc(C)c1NC(=O)CCl,31,-5,2,-4,11,17,-3,24,-4
N#CCSc1nnc2c(Cl)cc(Cl)cn12,4,-5,4,-18,-2,0.1,-3[fluorescence artefact?],-2,-2
CCOC(=O)c1cnc2c(Cl)cc(Cl)cc2c1NCCOCCO,-5,-16,0,-37,-3,0.1,3,-2,-4
O=S1(=O)CC(O)C(N(CCO)C(=S)Nc2ccccc2)C1 (stereo not given),-11,-3,18,2,3,0.3,1,3,-21
CCCCN(CC)CCNC(=O)c1cn(-c2ccc(Cl)cc2)c(=O)c2ccccc12,5,-2,19,-1,4,3.5,-18,x,-7
COc1ccc(-c2nc(C#N)c(NCCCn3ccnc3)o2)cc1OC,-27,-16,2,-23,0,0.1,3,-3,-16
Fc1ccc(-n2nnnc2-c2ccccc2Cl)cc1,0,-20,25,-14,0,-0.8,-10,1,-1
Clc1ccc(-c2noc(CSc3nnc(Cc4cccs4)n3-c3ccccc3)n2)cc1,19,-9,0,-13,-1,-1.2,-3,-3,-33
O=C(Nc1cccc(S(=O)(=O)NC2=NCCC2)c1)C1CC(=O)N(c2ccc3c(c2)OCCO3)C1 (stereo not given),-1,-1,28,-3,2,3.0,-9,-1,-1
CN(C)S(=O)(=O)c1cccc(C(=O)OCC(=O)NCc2ccccc2)c1,3,-2,-1,-20,2,0.1,1,2,-9
CCCc1nc2ccc([N+](=O)[O-])cc2[nH]1,-15,2,15,-24,1,6.3,-1,1,-9
Cc1c(N=Cc2ccc(Cl)o2)c(=O)n(-c2ccccc2)n1C,-4,9,0,-7,-5,-0.1,21,-3,-17
CSc1nc(N)nc(SCC(=O)C23CC4CC(CC(C4)C2)C3)c1C#N,18,4,-3,10,-1,0.3,5,-3,-6
CCOc1ccccc1NC(=O)Cn1[nH]c(=O)c2ccccc2c1=O,6,7,5,-21,2,2.0,-1,-1,2
Cc1nc(SCC(=O)NCc2ccco2)c2oc3ccccc3c2n1,0,-11,3,-7,2,0.6,-8,0,1
O=C(CN1C(=O)c2cccc3cccc1c23)NCc1ccccn1,-14,-20,0,-17,-12,0.0,4[fluorescence artefact?],-6,-1
COc1cc(-c2csc(CCn3nc(C)cc3C)n2)cc(OC)c1OC,-1,-18,27,-22,-2,8.0,-2,1,0
CCCCn1c(SCc2cccc([N+](=O)[O-])c2)nc2ccsc2c1=O,8,14,0,-5,0,0.3,-9,-1,1
COc1ccc(NC(=O)C2C3C=CC4(CN(Cc5cccnc5)C(=O)C24)O3)c(OC)c1 (stereo not given),5,-14,6,-6,-2,0.1,-9,2,-10
CCC(OC(C)=O)c1cc2c(cc1[N+](=O)[O-])OCCO2 (stereo not given),-7,-26,18,1,0,1.1,-12,3,-7
O=C(CN1C(=O)COc2ccc(S(=O)(=O)N3CCCC3)cc21)NCc1ccccn1,0,-17,15,-2,-2,-0.9,-5,1,-5
COc1cccc(NC(=O)c2ccc(-n3cccn3)nc2)c1,3,29,0,-16,5,-0.3,-14,-1,6
O=S(=O)(c1ccc(Br)c2nsnc12)N1CCOCC1,-9,-13,2,-4,2,x,-9,-1,1
O=c1[nH]n(-c2ncnc3c2cnn3-c2ccccc2)c(=O)c2ccccc12,-1,-8,4,-10,2,2.4,-1[fluorescence artefact?],-2,24
Cc1ccc(C2C3=C(CC(C)(C)CC3=O)NC3=C2C(=O)CC(C)(C)C3)o1,-10,-11,6,-65,-2,-0.5,-3,0,-7
OC(COCc1ccc2c(c1)OCO2)CN1CCC(Cc2ccccc2)CC1 (stereo not given),6,-15,-5,-1,3,0.5,-6,1,-16
Cc1nn(Cc2ccccc2)c(Cl)c1C(=O)OCc1nnc(-c2ccccc2)o1,11,-3,0,-30,-4,0.0,-3,-6,-14
O=C1OC(Nc2ncccn2)c2ccccc21 (stereo not given),-4,-5,1,-6,0,0.6,-2,0,-20
Cc1ccccc1C(=O)NC(CC(C)C)C(=O)Nc1cccc(S(=O)(=O)N(C)C)c1 (stereo not given),2,-19,26,-13,-1,1.3,-11,0,-4
Cc1ccc(-c2nc(N)sc2-c2ccccc2)cc1C,2,8,5,13,4,0.2,-3,0,2
CC(C)(C)OC(=O)N1CCC[C@H]1c1nnc(SCc2ccccc2Cl)o1,-5,-15,1,-19,-4,-0.2,-2,-3,4
CCOC(=O)CC(=O)CSc1ccc2nnc(-c3ccccc3)n2n1,3,4,1,-6,-3,-0.2,-3,0,-2
COc1ccc(-c2cnc3nc[nH]c(=O)c3n2)cc1,-10,-4,11,0,-18,1.2,-7,-1,-11
COc1ccc(-c2csc(Cc3nnc4n3CCCCC4)n2)cc1OC,0,-2,2,-10,-2,0.1,64[fluorescence artefact?],-1,-9
O=C(NCCCN1CCN(c2ccccc2F)CC1)Nc1ccc(F)cc1,3,-19,-2,1,1,0.7,-4,-1,-17
Cc1ccc(NN=C2C(=O)OC(C)(C)OC2=O)c(C)c1,-17,4,2,-16,-4,x,-6,-6,-5

# A draw from above in order of number of heavy atoms, lowest first.
SMILES,TbHK1 inh,EBV gp42 block,Hck-Nef inh,Mdm2 ligase inh,Runt-SMMHC FRET,L929 necroptosis,14-3-3 Bad PPI,Runt-CBFb FRET,p47phox inh
CCOC(=O)CC(=O)CSc1ccc2nnc(-c3ccccc3)n2n1,3,4,1,-6,-3,-0.2,-3,0,-2
OC(COCc1ccc2c(c1)OCO2)CN1CCC(Cc2ccccc2)CC1 (stereo not given),6,-15,-5,-1,3,0.5,-6,1,-16
Cc1nn(Cc2ccccc2)c(Cl)c1C(=O)OCc1nnc(-c2ccccc2)o1,11,-3,0,-30,-4,0.0,-3,-6,-14

# More compounds follow.
SMILES,TbHK1 inh,EBV gp42 block,Hck-Nef inh,Mdm2 ligase inh,Runt-SMMHC FRET,L929 necroptosis,14-3-3 Bad PPI,Runt-CBFb FRET,p47phox inh
O=C(NC1CCCCC1)n1c(=O)oc2ccccc21,-2,-21,1,-27,-7,0.2,-3[fluorescence artefact?],0,-3
CCn1ncc(C2=NOC(C(=O)NCCc3ccccc3)C2)c1C (stereo not given),0,-8,-2,0,1,0.1,9,2,-24
O=C(O)CCCNC1=NCCC1,2,-23,-2,-35,0,3.0,3,-2,-2
Cc1cccc(OCC(=O)N/N=C/c2cccn2C)c1,-35,-10,24,1,1,0.0,4,0,-10
O=Nc1ccc(NOC(=O)c2ccccc2Br)cc1,-3,-25,9,-12,-9,13,-15,4,3
NC(=O)CSc1nnc(Cn2cnc3ccccc32)o1,-5,-11,1,-24,-6,2.6,4,0,-2
Cc1ccc(/C=N/NC(=O)c2ccncc2)s1,-65,-18,19,2,4,-0.4,-1,2,-12
Cc1ccc(NC(=S)Nc2ccc(OC(F)F)c(Cl)c2)cc1F,2,-4,10,-8,-3,3.9,-22,4,-13
CC(C)(C)/C=N/NC(=O)CNC(=O)c1ccc2c(c1)OCCO2,-3,-7,5,9,0,0.7,3,0,-2
O=C(Nc1ccccc1)OCc1cc(-c2ccc(Cl)cc2)on1,-6,12,0,-12,3,0.6,-4,x,-7
CC1CCCC(C)N1C(=O)CN1C(=O)C(C)(C)Oc2ccc(C(=O)NC3CCCC3)cc21 (stereo not given),-4,3,0,-6,-3,-0.8,3,-1,-10
CNc1ccccc(-c2ccc3ccccc3n2)c1=O,-9,19,7,-8,-18,-0.1,2,3,-2
CC1=CC(C)C2C(=O)N(c3ccccc3)NC(=O)C2C1 (stereo not given),37,-8,7,2,-1,0.5,-3,1,-7
O=C(Nc1ccc(CN2CCCCC2)cc1)Nc1ccc(Br)cc1Cl,5,8,18,-22,1,43,-19,0,-20
CN(CC(=O)NCc1ccc2c(c1)OCO2)S(=O)(=O)c1ccc(Br)s1,0,-11,7,-11,0,3.5,8,0,-5
O=C(c1ccc(N2CCOCC2)nc1)N1CCCCC1,0,-11,2,4,3,-0.1,6,0,3
COCCNC(=S)N/N=C(\C)c1cccc(OC)c1,-6,-13,2,-14,-2,0.9,-3,-2,-3
Cc1ccc(-c2ccc(C(=O)Nc3ccccc3)o2)c2ccccc12,-7,-24,-4,x,-4,14,-5[fluorescence artefact?],14,-36
N#CC1=C(N)Oc2n[nH]c(-c3ccccc3)c2C1c1ccncc1 (stereo not given),4,-25,1,-8,-1,-0.1,3,-1,-4
